GPR55 antagonists: GPR55 antagonists blocking LPI-driven arrestin recruitment, primary screen, imaging, U2OS, beta-arrestin-GFP, LPI agonist (AID 2013); U2OS GPR55 beta-arrestin-GFP translocation imaging, LPI antagonism; higher % means a stronger effect; inhibition, % at 10 µM, or IC50 in µM where a hit was titrated; actives 0.13% (n = 290,000);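 active = spots per cell inhibited over 60%, with over 100 cells counted and total cytoplasm intensity under 500,000; inconclusive = wells with under 100 cells, flagged as likely toxic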;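 note: U2OS cells stably carrying GPR55 and arrestin-GFP stimulated by 5 µM LPI near EC80; imaged beta-arrestin-GFP aggregate spots per cell after agonist stimulation; plate controls were LPI-stimulated DMSO wells for no effect and DMSO wells without LPI for full effect; some results filed as inactive read as strong as hits; confirmed hits need IC50 under 10 µM and bright autofluorescent wells are also inconclusive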
GPR55 beta-arrestin: GPR55 agonists via beta-arrestin recruitment, primary screen, imaging, U2OS cells, beta-arrestin-GFP redistribution (AID 1961) | U2OS GPR55 beta-arrestin-GFP redistribution imaging; higher % means a stronger effect | one-dose activation, % at 10 µM; EC50 in µM for titrated hits | actives 0.048% (n = 290,000);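 active = activation above 40% with more than 50 cells counted in the well; inconclusive = wells holding fewer than 50 cells, flagged as toxic or sparse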;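 note: U2OS osteosarcoma cells stably expressing GPR55 and beta-arrestin-GFP; plate controls were DMSO negative control for no effect and LPI positive control for full effect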
KOR beta-arrestin-1: kappa opioid receptor blockers – cell-based, luminescence, uHTS (AID 1778); inhibition, % at 10 µM; hits with a dose series show IC50 in µM; KOR beta-arrestin recruitment, luminescence, antagonist mode; higher % means a stronger effect; actives 0.091% (n = 290,000); note: strong numbers were not always called active
HIV fusion peptide: inhibitors of HIV fusion peptide binding, primary screen, biochemical, uHTS, fluorescence dequenching (AID 1986); actives 0.3% (n = 290,000); cell-free peptide binding, fluorescence dequenching, 30 min; higher % means a stronger effect; inhibition, % at 20 µM, or IC50 in µM where a hit was titrated; in the data active = inhibition mostly above about 52%, no sharp cut-off; inactive = mostly below about 76%; note: some results filed as inactive read as strong as hits
Large T inhibition: SV40 large T antigen inhibitors, biochemical (AID 1903) | SV40 large T antigen ATPase/helicase inhibition assay; higher % means a stronger effect | inhibition, % at 20 µM, or IC50 in µM where a hit was titrated | actives 0.39% (n = 310,000); in the data active = a potency from the dose series; inconclusive = inhibition mostly from about 32% at the one dose, without a potency; inactive = the rest, 99 in 100 with inhibition below about 32%; note: strong numbers were not always called active
NOD1 inhibition: inhibition of NOD1-driven NF-kB reporter – cell-based, luminescence, uHTS, primary screen (AID 1578); NOD1-driven NF-kB luciferase reporter cells, luminescence; higher % means a stronger effect; inhibition, % at 4 µM, or EC50 in µM where a hit was titrated; actives 1% (n = 290,000); in the data active = inhibition mostly above about 36%, no sharp cut-off; inactive = mostly below about 34%;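 note: HEK-293T reporter cells stimulated with the NOD1 agonist gamma-tri-DAP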
KOR beta-arrestin-2: kappa opioid receptor activators – cell-based, luminescence, uHTS, primary screen (AID 1777) | KOR beta-arrestin recruitment, luminescence; higher % means a stronger effect | actives 0.02% (n = 280,000) | one-dose activation, % at 10 µM; EC50 in µM for titrated hits; in the data active = activation above about 50%, passing the limit was not always enough; note: a part of the inactive calls stands beside numbers as strong as those of hits
MgcRacGAP inhibition: MgcRacGAP GTPase-activating activity inhibitors, confirmation, biochemical, ADP Hunter fluorescence | one-dose inhibition, % at 30 µM; IC50 in µM for titrated hits | MgcRacGAP-stimulated Rac1 GTP hydrolysis, ADP Hunter fluorescence; higher % means a stronger effect; GST-tagged Rac1 F28L mutant substrate | actives 0.6% (n = 340,000);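 active = first-screen hits whose inhibition reached a set limit at any dose in the follow-up dose series; inconclusive = inhibition above the set first-screen limit but never retested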;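 note: fluorescence reports GDP produced by GAP-driven GTP hydrolysis; strong numbers were not always called active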
NOD2 inhibition: NOD2 signaling inhibitors, cell-based, luminescence, uHTS, HEK293 (AID 1566); HEK293 NOD2/NF-kB luciferase reporter, luminescence; higher % means a stronger effect; one-dose inhibition, % at 4 µM; EC50 in µM for titrated hits; actives 0.63% (n = 290,000); note: many of its hits are not listed in these tables
* = called active by the depositor; ? = inconclusive; nt = not tested or not shown; [ ] = another dose, or the depositor's remark. Cut-off read from the data, not from the text of the source, unless noted: active = inhibition above about 50%; inactive = the rest. An excerpt; count on the stated rates, not on these rows.

SMILES | GPR55 antagonists | GPR55 beta-arrestin | KOR beta-arrestin-1 | HIV fusion peptide | Large T inhibition | NOD1 inhibition | KOR beta-arrestin-2 | MgcRacGAP inhibition | NOD2 inhibition
CCOC(=O)C1=C(CS(=O)(=O)c2ccccc2)NC(=O)NC1c1cccc(OC)c1 (configuration not stated) | 11% | -0.2% | -19% | 0.7% | 3% | -2% | -2.7% | 4% | 20%
CCCOc1cccc(C(=O)Nc2cc(NC(=O)c3ccco3)ccc2OC)c1 | 7% | 0.2% | 28% | -0.9% | 11% | -35% | -4.2% | -3% | 8%
CCOC(=O)c1ccc(NC(=S)NN2CCOCC2)cc1 | 13% | 0.0% | -29% | -1.1% | 11% | -4% | 1.7% | 9% | 8%
C=CCSc1nc(=O)n2cccc(C)c2n1 | -18% | -0.4% | 39% | -2.1% | 1% | -24% | -4.8% | 5% | 14%
Cc1cc(C(C)(C)C)oc1C(=O)OCC(=O)NC1CCCCC1 | 2% | -0.3% | -27% | -0.1% | 12% | -25% | -0.1% | 9% | 11%
CC(C)Cn1cc(C(=O)NCCCOC(C)C)c2c3ccccc3n(C)c2c1=O | -6% | -0.1% | -14% | -1.6% | 8% | 4% | -1.1% | 8% | 5%
C(=N\n1cnnc1SCc1ccccc1)/c1ccco1 | 0% | -0.1% | 11% | -2.1% | 11% | -12% | -2.0% | 9% | -5%
CC(=O)Nc1ccc(N(CC(=O)NC2CCCC2)C(=O)CCC(=O)Nc2cc(C)on2)cc1 | 14% | -0.2% | -12% | -1.2% | 5% | -8% | -2.7% | 3% | 6%
CN(C)CCCNC(=O)C1(O)c2cc(Br)ccc2NC(=O)N1c1c(F)cccc1F (configuration not stated) | 4% | -0.1% | -3% | 1.2% | 0% | 10% | -1.1% | 3% | 15%
CN(Cc1cccs1)C(=O)CNC(=O)c1ccco1 | -3% | -0.1% | -7% | -0.9% | 3% | -12% | -1.2% | 7% | -3%
CCCn1c(N)c(C(=O)CSc2nnc(C)n2Cc2ccccc2)c(=O)n(C)c1=O | 8% | -0.1% | 9% | -1.3% | 11% | 7% | -0.4% | 10% | 22%
Cc1c(NC(=S)NNC(=O)CCC(=O)O)c(=O)n(-c2ccccc2)n1C | 4% | 0.0% | -4% | 1.6% | 11% | -2% | 4.3% | 9% | 15%
Cc1ccc(S(N)(=O)=O)c(C)c1N1CCCC1=O | -2% | -0.1% | -18% | 0.2% | 28% | -21% | 2.3% | 0% | 14%
Cc1cccc(OCC(O)Cn2c(NCCCOC(C)C)nc3c2c(=O)[nH]c(=O)n3C)c1 (configuration not stated) | 5% | -0.1% | -21% | -0.4% | 4% | -18% | 8.7% | 6% | 14%
C=CCn1cc(C(=O)c2cc(Br)ccc2O)cc(C#N)c1=O | -3% | 0.0% | -2% | 3.1% | 10% | 0% | -1.7% | -12% | 21%
C/C(N)=C(/C#N)C(=O)COC(=O)CCS(=O)(=O)c1ccccc1 | -5% | -0.1% | -14% | -2.5% | 12% | 1% | -3.1% | 2% | -4%
COc1ccc(/C=C2\S/C(=N/S(=O)(=O)c3cccs3)NC2=O)cc1 | 5% | 0.2% | -40% | 62% | 17% | 3% | 0.7% | 2% | -6%
COc1cccc(NC(=O)N(CCN(C)C)C(C)c2cccnc2)c1 (configuration not stated) | 13% | 0.2% | 26% | -1.4% | 10% | -7% | -2.4% | 15% | 13%
CCCC(=O)OCCNc1cc(Sc2nccn2C)c2nonc2c1[N+](=O)[O-] | 7% | 0.6% | 5.5µM* | 1.5% | 14% | -8% | 5.4% | 11% | 15%
CC1(C)NC(=O)N(CC(O)COc2ccc(-c3ccccc3)cc2)C1=O (configuration not stated) | -27% | 0.6% | 24% | -1.1% | -10% | -15% | -4.0% | 7% | 6%
CCN(CC)c1ccc2cc(-c3nc4ccccc4[nH]3)c(=O)oc2c1 | ? | -0.2% | -9% | 150% | 3% | -35% | 8.6% | -14% | -70%
O=C(Nc1ncc(Cc2cccc(C(F)(F)F)c2)s1)c1ccc(-c2cccc([N+](=O)[O-])c2)o1 | 2% | -0.2% | -14% | -2.4% | 20% | 16% | -6.1% | 3% | -25%
COc1ccc(CNc2ccccc2SC)cc1OC | 7% | -0.1% | -10% | -2.4% | 11% | 4% | -0.9% | 5% | 6%
COc1cccc(CN(C)Cc2c(O)ccc3ccccc23)c1 | -4% | nt | 0% | -3.0% | 10% | 2% | -4.2% | 4% | 3%
CCn1cnc2cc(NS(=O)(=O)c3ccc(C)cc3)ccc21 | 5% | 0.0% | 31% | -0.7% | 6% | 9% | -1.2% | 4% | 8%

With a hit mark in KOR beta-arrestin-1, among the entries above:
Structure	KOR beta-arrestin-1	HIV fusion peptide	Large T inhibition	NOD1 inhibition	KOR beta-arrestin-2	MgcRacGAP inhibition	NOD2 inhibition
CCCC(=O)OCCNc1cc(Sc2nccn2C)c2nonc2c1[N+](=O)[O-]	5.5µM*	1.5%	14%	-8%	5.4%	11%	15%

(continued)
SMILES | GPR55 antagonists | GPR55 beta-arrestin | KOR beta-arrestin-1 | HIV fusion peptide | Large T inhibition | NOD1 inhibition | KOR beta-arrestin-2 | MgcRacGAP inhibition | NOD2 inhibition
COc1cccc(OC)c1C(=O)Nc1ccc(S(=O)(=O)Nc2ncccn2)cc1 | -4% | 0.2% | -27%[20 µM] | -1.2% | 1% | -22% | 9.6% | 4% | 8%
COc1ccccc1/C=C/C=N/N1CCN(c2ccccn2)CC1 | 14% | 0.2% | -3% | -1.7% | 6% | 10% | 15% | 8% | 20%
Cc1oc(-c2ccc(Cl)cc2)nc1CN1CCC(C(=O)NCCCN2CCCC(C)C2)CC1 (configuration not stated) | 14% | -0.1% | -57% | -0.5% | 10% | -45% | -3.2% | 19% | 12%
O=C(Nc1ccc2c(c1)OCO2)N1CCCC1 | 12% | -0.8% | 0% | 0.7% | 10% | -18% | -2.6% | 0% | -4%
CCCOc1nnnn1-c1ccccc1 | 12% | -0.1% | 40% | -1.6% | 0% | -1% | -2.4% | 4% | -3%
CC(=O)Nc1ccc(C(=O)NNC(=O)Cc2ccccc2)cc1 | 2% | -0.2% | -16% | 0.1% | 17% | -40% | 0.4% | 7% | 11%
Cn1cnc2c(N3CCCCC3)nccc21 | -5% | -0.1% | 21% | 1.6% | 4% | -28% | 0.0% | 1% | 3%
Cc1cc(OCC(=O)Nc2ccccc2C(N)=O)c2c(C)cc(=O)oc2c1 | 14% | -0.2% | -3%[20 µM] | -0.2% | 14% | -1% | -0.6% | 1% | 16%
COc1ccc(NC(=S)N/N=C2\CC(C)(C)Oc3ccc(OC)cc32)cc1 | 6% | 0.4% | 12% | -1.3% | 22% | -45% | -0.3% | 16% | 8%
CN(CCC#N)C(=O)COC(=O)[C@H](Cc1ccccc1)N1C(=O)c2ccccc2C1=O | -2% | -0.3% | 23% | -4.1% | 9% | 17% | -1.2% | 6% | 5%
Cc1ccc(-n2c(SCCN)nnc2-c2cccc(C)c2)cc1 | 3% | 0.0% | -22% | 1.4% | 15% | -9% | 3.8% | 24% | -2%
CCOc1ccccc1NC(=O)Cn1nc(-c2ccco2)ccc1=O | 5% | 1.1% | -17% | 10% | 12% | -13% | -1.4% | 8% | -4%
CCn1cnc2cc(NCc3ccc(C)cc3)ccc21 | 5% | 0.3% | -28% | -3.1% | 35% | -24% | -0.3% | 26% | -16%
CCOc1ccc2nc(N/C(N)=N/C(=S)Nc3cccc(C)c3)nc(C)c2c1 | 7% | -0.2% | -11% | 0.4% | 21% | -10% | 2.1% | 13% | 3%
CNC(=O)c1sc(Nc2cc(C)ccc2C)nc1C | 0% | -0.5% | 21% | -1.3% | 4% | -18% | 0.0% | 11% | 13%
CCOC(=O)c1cc(S(=O)(=O)N2CCN(C(=O)OCC)CC2)cn1C | -2% | -0.3% | -5% | 0.2% | -11% | nt | -1.8% | 2% | 5%
COc1cccc(CN(C)CC(=O)NC(=O)NCc2ccco2)c1 | -6% | 0.2% | 24% | 2.3% | 35% | -13% | -2.5% | 9% | 3%
CC1CCC(NC(=O)C2CCN(C(=O)NC3CCCCC3)CC2)CC1 (configuration not stated) | -1% | -0.2% | -26% | -1.3% | 9% | -14% | 2.4% | nt | 2%
COc1cccc(C2c3[nH]c4ccccc4c3C[C@H]3C(=O)N(CCCCCO)CC(=O)N23)c1 (some centres not stated) | 7% | -0.1% | 15% | -1.5% | 6% | 0% | -1.0% | 4% | 20%
C=CCn1nnnc1-c1cc(Cl)cc(Cl)c1 | 9% | -0.4% | 22% | 1.6% | 7% | -12% | -2.1% | 0% | -1%
CCCCNC(=S)NNC(=O)c1csc2c1CCC(C)C2 (configuration not stated) | 2% | 0.0% | -29% | 1.8% | -1% | -14% | 1.5% | 1% | 11%
CCC(=O)Nc1cc(C)c(NC(=O)c2ccco2)cn1 | 17% | -0.2% | -21% | 3.7% | -1% | 0% | 2.0% | 1% | 8%
COCCNC(=O)c1ccc2c(=O)n(Cc3ccco3)c(SCC(=O)NC3CCCC3)nc2c1 | -9% | 0.3% | -15% | 1.4% | 12% | 13% | 2.4% | 3% | 7%
CCCc1cc(C(=O)NCCc2ccccc2)no1 | 2% | 0.3% | 10% | -1.7% | 2% | -34% | -5.6% | 17% | -49%
Cc1cc(OCc2cc3c(cc2Cl)OCO3)c2c(C)cc(=O)oc2c1 | -4% | -0.2% | -6% | 0.9% | -3% | -13% | 14% | -1% | 6%
Continuation.
SMILES | GPR55 antagonists | GPR55 beta-arrestin | KOR beta-arrestin-1 | HIV fusion peptide | Large T inhibition | NOD1 inhibition | KOR beta-arrestin-2 | MgcRacGAP inhibition | NOD2 inhibition
O=c1[nH]cnc2scc(-c3ccccc3)c12 | 24% | -0.1% | 12% | 0.0% | 3% | -1% | -1.2% | 13% | 9%
N#C/C(=C\c1ccc(OCc2cccc(C(=O)O)c2)cc1)C(=O)NCc1ccco1 | 16% | 1.6% | -26% | 8.3% | 20% | -15% | 2.9% | 7% | -153%
COc1c(F)c(F)c(C(=O)Nc2ccc3oc(-c4ccncc4)nc3c2)c(F)c1F | 24% | -0.2% | 24% | -1.1% | 1% | -2% | -2.5% | 6% | 9%
Cn1cccc1C(=O)NC(=O)COC(=O)CNS(=O)(=O)c1ccc(Br)cc1 | 4% | -0.1% | 10% | 4.2% | 0% | -6% | 0.9% | 13% | 8%
Cc1ccc2nsnc2c1S(=O)(=O)NC1CC1 | 9% | -0.5% | 0% | -1.7% | 11% | -10% | -5.0% | 3% | 8%
COc1ccc2nc(NC(=O)C34CC5CC(CC(NC(C)=O)(C5)C3)C4)sc2c1 | 10% | -0.1% | 3% | 2.1% | 21% | -44% | -1.6% | 7% | -5%
CCOC(=O)C1=C(Nc2ccc(OC)cc2)OCC1=O | 5% | 0.1% | 13% | -1.9% | 7% | -10% | 0.7% | 4% | 0%
O=C(NNC1CC(=O)N(c2ccc3c(c2)OCCO3)C1=O)c1ccc(Cl)cc1 (configuration not stated) | 4% | 0.7% | 40% | 0.9% | 4% | -16% | -6.9% | 5% | 10%

From PubChem
